Screens as filed in PubChem.
Vif-A3F inh – qHTS for Inhibitors of Vif-A3F Interactions: qHTS; HeLa A3F-eYFP + Vif (tagged APOBEC3F with the HIV-1 protein that degrades it), YFP fluorescence increase; Potency, µM (top dose mostly 46.1 µM), for the others: at the highest dose activity, negative = active; hit rate 0.2% among 390,000; AID 602313, 2012; note: potency is the fitted concentration of half-maximal effect; % of control where 0% means no effect; nearly all actives have a fitted effect of over 65% in size
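HeLa cells stably expressing A3F-eYFP plus Vif, plated and incubated overnight at 37 deg C, then exposed to compounds overnight at 37 deg C. Blocked degradation read as raised yellow fluorescence (Ex 488/Em 500-530).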
USP1-UAF1 inh – Inhibitors of USP1/UAF1: Primary Screen; hit rate 0.23% among 390,000; Ubiquitin carboxyl-terminal hydrolase 1 (Homo sapiens), O94782; Potency, µM (top dose mostly 57.1 µM), for the others: at the highest dose activity change, negative = inhibition, actives largely listed as inhibitors; recombinant USP1/UAF1, Ub-Rhodamine cleavage fluorescence; note: potency is the fitted concentration of half-maximal effect; % is set by controls: 0 for no effect and ±100 for the full control effect; nearly all actives have a fitted effect of over 60% in size; inactives centre near -12
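In this screen, compounds sit with the deubiquitinase complex (1nM) for 15 min at room temperature before Ub-Rho is added at 150nM final. Fluorescence rise is then followed for 6 reads every 60 seconds.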
PI4K2A inh – qHTS for small molecular inhibitors of PI4K2A | purified PI4K2A, ADP-Glo luminescence, 1 h; hits give low values | activity change, negative = inhibition, % at 76.9 µM | hit rate 0.13% among 420,000; in the data active = activity change below about -50%; inconclusive = mostly about -30% to -49%;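 note: -100% = wells without enzyme as full effect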
Target sequence (Q9BTU6 whole entry, looked up): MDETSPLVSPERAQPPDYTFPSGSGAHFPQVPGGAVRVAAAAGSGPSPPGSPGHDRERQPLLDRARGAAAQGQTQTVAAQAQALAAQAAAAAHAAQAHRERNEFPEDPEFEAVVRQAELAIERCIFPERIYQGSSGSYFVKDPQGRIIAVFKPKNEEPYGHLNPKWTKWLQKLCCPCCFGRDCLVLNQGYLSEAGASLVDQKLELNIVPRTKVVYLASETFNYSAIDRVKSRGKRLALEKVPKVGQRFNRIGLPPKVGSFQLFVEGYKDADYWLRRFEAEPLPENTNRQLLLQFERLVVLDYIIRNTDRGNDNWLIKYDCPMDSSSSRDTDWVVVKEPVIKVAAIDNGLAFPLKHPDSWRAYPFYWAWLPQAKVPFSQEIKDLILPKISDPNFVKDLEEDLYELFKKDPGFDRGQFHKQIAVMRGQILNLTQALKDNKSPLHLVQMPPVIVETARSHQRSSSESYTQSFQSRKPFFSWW
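In this quantitative HTS, ADP production by PI4K2A was quantified luminescently after 1 h at ambient temperature; 100 microM adenosine served as plate-quality control.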
Glioma ERSR ind – qHTS for Inducers of the Endoplasmic Reticulum Stress Response (ERSR) in Human Glioma: qHTS; U87-MG GRP78 promoter luciferase reporter, 16 h; Potency, µM, for inactives: at the top dose activation, actives largely listed as activators; hit rate 0.02% among 420,000; AID 602332, 2012; note: potency is the fitted concentration of half-maximal effect; series mostly up to about 76 µM; % of control where 0% means no effect; nearly all actives have a fitted effect of over 35% in size
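Stably transfected U87-MG human glioma cells carrying a GRP78-based luminescent sensor were seeded at 1000 cells/well, pin-dosed with compounds and incubated 16 h. Luciferase reagent was then added, and end-point luminescence was read after 10 min at room temperature.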
LDHA block – qHTS assay for inhibitors of human lactate dehydrogenase; purified LDHA, NADH/diaphorase-resazurin fluorescence; hits give low values; AID 1347041, 2019; hit rate 0.15% among 480,000; L-lactate dehydrogenase A chain (Homo sapiens), P00338; activity change, % (values are at about 110 or 230 µM); in the data active = activity change below about -30%; inconclusive = mostly about -25% to -30%;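 note: plate controls were DMSO wells for no effect and wells without enzyme for full effect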
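Enzyme activity of human lactate dehydrogenase 5 (2 nM; 0.06 mM NADH, 0.2 mM pyruvate, 5 min, RT) is measured via a resazurin/diaphorase fluorescence readout of residual NADH.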
Vif-A3G inh – qHTS for Inhibitors of Vif-A3G Interactions: qHTS; DNA dC->dU-editing enzyme APOBEC-3G (Homo sapiens), Q9HC16; HeLa A3G-eYFP + Vif (tagged APOBEC3G with the HIV-1 protein that degrades it), YFP fluorescence, overnight; Potency, µM (highest dose often 46.1 µM), for the others: top-dose activity, negative = active, hits mostly inhibitors; hit rate 0.076% among 410,000; AID 602310, 2012;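 note: potency is the fitted concentration of half-maximal effect; % is set by controls: 0 for no effect and ±100 for the full control effect; nearly all actives have a fitted effect of over 60% in size; hits raise eYFP signal because A3G escapes Vif-driven loss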
Target sequence (Q9HC16 whole entry, looked up): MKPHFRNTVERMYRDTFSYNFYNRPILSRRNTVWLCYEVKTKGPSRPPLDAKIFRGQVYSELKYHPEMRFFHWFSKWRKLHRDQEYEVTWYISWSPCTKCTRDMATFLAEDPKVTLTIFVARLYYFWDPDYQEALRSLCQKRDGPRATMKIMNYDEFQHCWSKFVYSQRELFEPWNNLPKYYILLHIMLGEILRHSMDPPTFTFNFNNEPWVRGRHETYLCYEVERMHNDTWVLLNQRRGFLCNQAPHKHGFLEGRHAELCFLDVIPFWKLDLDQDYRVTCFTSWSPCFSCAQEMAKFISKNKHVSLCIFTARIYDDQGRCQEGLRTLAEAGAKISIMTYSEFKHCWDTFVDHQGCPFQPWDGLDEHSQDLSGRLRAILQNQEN
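HeLa cells stably expressing Vif and C-terminally eYFP-tagged A3G, seeded overnight at 37 deg C, then exposed to compound by pintool overnight at 37 deg C. Rise in yellow fluorescence (Ex 488/Em 500-530, Acumen) marks blocked Vif-driven A3G degradation.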
TrxR1 substrate – qHTS Assay for Substrates of Mammalian Selenoprotein Thioredoxin Reductase 1 (TrxR1): qHTS; Thioredoxin reductase 1, cytoplasmic (Rattus norvegicus), O89049; purified TrxR1 substrate turnover, NADPH consumption readout; Potency, µM (top dose mostly 114 µM), for the others: at the highest dose activity change, negative = substrate turnover; hit rate 0.01% among 390,000; note: potency is the fitted concentration of half-maximal effect; % is set by controls: 0 for no effect and ±100 for the full control effect; nearly all actives have a fitted effect of over 50% in size
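Rat TrxR1, dispensed at 90 nM, was prereduced with 400 uM NADPH (final) for 5 min at ~22 deg C, then incubated with compound 15 min before 400 uM selenite. A first-read NADPH fluorescence drop versus no-compound background flagged substrates.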
RXFP1 agonist – qHTS Assay for Agonists of the Relaxin Receptor RXFP1; Relaxin receptor 1 (Homo sapiens), Q9HBX9; hit rate 0.3% among 370,000; Potency, µM (highest dose often 57.5 µM), inactives show at the top dose activation, most hits filed as activators; AID 2676, 2010; HEK293T-RXFP1 cAMP TR-FRET, 30 min; response scale: percent of porcine relaxin response, buffer zero; note: potency is the fitted concentration of half-maximal effect; % is set by controls: 0 for no effect and ±100 for the full control effect; nearly all actives have a fitted effect of over 60% in size; many of its hits are not listed in these tables
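HEK293T cells stably expressing RXFP1 were pretreated with the PDE4 inhibitor Ro 20174, exposed to compounds for 30 min at 37C, lysed, and cAMP was read by TR-FRET. Data normalized to buffer (basal) and 29 nM porcine relaxin (100%).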
IDH1 R132H inh – qHTS for Inhibitors of mutant isocitrate dehydrogenase 1 (IDH1): qHTS. hit rate 0.093% among 390,000. Potency, µM (doses to about 76.6 µM), for inactives: top-dose activity change, negative = inhibition, hits mostly inhibitors. AID 602179, 2012. Isocitrate dehydrogenase [NADP] cytoplasmic (Homo sapiens), O75874. IDH1-R132H enzyme, NADPH consumption, diaphorase/resazurin fluorescence; note: potency is the fitted concentration of half-maximal effect; % is set by controls: 0 for no effect and ±100 for the full control effect; nearly all actives have a fitted effect of over 65% in size
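IDH1-R132H (0.5 ug/mL dispensed) in pH 7.5 Tris buffer was preincubated 30 min with compound, then given a substrate mix of 0.016 mM NADPH and 2 mM alpha-KG for 80 min at room temperature; remaining NADPH was read by diaphorase/resazurin fluorescence.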
Starred values were filed as active, the others as inactive; ? = inconclusive; / = not tested or not shown; & = joins results of further samples; [ ] = another dose, or the depositor's remark. Unless noted, calls come from the whole dose curve; as a rule, active = well fitted curve in the direction sought with a large enough effect; inconclusive = small, poorly fitted or top-dose-only effect, or another doubt; inactive = no such curve, though single readings can be large; an effect the other way counts as inactive or inconclusive.

SMILES | Vif-A3F inh | USP1-UAF1 inh | PI4K2A inh | Glioma ERSR ind | LDHA block | Vif-A3G inh | TrxR1 substrate | RXFP1 agonist | IDH1 R132H inh
CCOC(=O)c1cnc(-n2nc(C)cc2C)nc1NC | -1% | -10% | -3 | 4% | 4 | 3% | 22% | 2.4% | 8%
CCCCn1c(=O)c(CCC(=O)OCC(=O)Nc2ccc(F)c(Cl)c2)nc2ccccc21 | -5% | -23% | -2 | 0% | -4 | 3% | -2% | 1.4% | 1%
COc1cccc(/C=N/NC(=O)c2cccc(N3CCCC3=O)c2)c1 | 7% | -17% | 3 | -3% | -3 | 1% | 1% | -1.1% | 0%
CC(=O)N1CCC(C(=O)Nc2cc(S(=O)(=O)N3CCCCC3)ccc2C)CC1 | -18% | 6% | 1 | -1% | -5 | 0% | / | / | 5%
C=CCSc1cc(C)nc2c(-c3ccccc3)c(C)nn12 | -24% | -12% | 1 | 1% | 0 | -6% | -16%[57.1 µM] | -8.4% | 14%
Cc1ccc(-n2c(-c3ccccc3)c[n+]3c2CCc2ccccc2-3)c(C)c1 | 4% | -9% | -3 | -8% | -17 | -2% | 6% | -1.1% | -4%
CCc1ccc(CNC(=O)c2cnc3sc(N(CC)CC)nn3c2=O)cc1 | 1% | -11% | -5 | -3% | -11 | 4% | 29%[57.1 µM] | -3.8% | 18%
Clc1ccc(/C=N/Nc2nnc(-c3ncc[nH]3)c3ccccc23)cc1 | -12% | 0% | -3 | 4% | -13 | -8% | -1% | 4.8% | -2%
Cc1cc(C)n(CC(=O)N/N=C/c2ccccn2)n1 | -5% | -13% | -2 | 1% | 0 | -1% | 3%[57.1 µM] | 0.6% | 3%
O=C(NCCOc1ccccc1F)C1CC(=O)N(c2ccc3c(c2)OCCO3)C1 (configuration not stated) | 0% | -14% | 1 | -2% | -7 | -10% | 4% | 4.5% | 5%
COc1ccc(Nc2oc(-c3ccc(COc4ccccc4)o3)nc2C#N)cc1 | 4% | -20% | 1 | -6% | 4 | -4% | -1% | 9.9% | 17%
Cc1ccc(N2CC(C(=O)NCc3n[nH]c(=O)c4ccccc34)CC2=O)cc1 (configuration not stated) | -5% | -14% | -5 | -3% | -2 | 1% | -4% | 1.4% | 4%
CC(=O)c1cccc(NC(=O)C23CC4CC(C2)CC(n2cncn2)(C4)C3)c1 | 2% | -23% | -1 | -2% | -5 | -1% | 4% | 1.1% | 6%
CCOc1ccc(NC(=S)NN2CCN(C)CC2)cc1 | -8% | -3% | -3 | -1% | -4 | -2% | 3% | 0.0% | 4%
Cc1ccc(CCSCC(=O)O)cn1 | 1% | -10% | -2 | -1% | -6 | -3% | 7% | -0.3% | 0%
N#C/C(=N\Nc1ccccc1)C(N)=S | 0% | -8% | -6 | 0% | -10 | 1% | -2%[57.1 µM] | 3.7% | -2%
N#CCC(=N)N1CCN(c2ccc(Cl)cc2)CC1 | -3% | -10% | 8 | -6% | -10 | 0% | 7%[57.1 µM] | 0.7% | 0%
c1cncc(CNc2ncnc3ccc(-c4cccnc4)cc23)c1 | 1% | / | -2 | -1%&1% | -18 | -28% | 11%[57.1 µM] | 11% | /
O=C(CCN1C(=O)/C(=C/c2ccccc2)SC1=S)NCCCN1CCOCC1 | ? | 6% | 2 | -1% | 2 | 2% | -8% | 1.5% | 5%
COc1ccc(Br)cc1S(=O)(=O)N1CCCC1 | 11% | -13% | -8 | -3% | 2 | 8% | 2% | -0.8% | 6%
Cc1cccc(NC(=S)NC2CCCC2)c1 | 1% | -13% | 4 | 0% | 3 | 0% | -3% | 3.5% | 6%
COC(=O)C1=C(C)N(c2ccc(S(N)(=O)=O)cc2)C(=O)C1 | -1% | 3% | 1 | 1% | -4 | 2% | -7% | -0.1% | -4%
O=C(CSc1nnc2ccccn12)Nc1ccc2c(c1)OCO2 | -11% | -14% | -7 | 3% | -3 | 4% | 6% | 19% | 17%
COc1ccc(C)cc1NC(=O)C1CCCN(S(=O)(=O)c2ccc3c(c2)CCCN3C(C)=O)C1 (configuration not stated) | 5%&1% | -22%&-11% | 1&1 | -2%&-1% | 0&2 | 0%&1% | -3% | 0.0%&0.1% | 4%&-9%
O=C(CCc1ccccc1)NNC(=O)c1ccc(Cl)cc1 | -10% | -10% | -7 | -3% | -3 | -1% | -8% | 2.8% | 4%
Cc1cccc(NC(=O)CSc2nc(-c3ccccc3)c(C#N)c(=O)[nH]2)c1C | -4% | 7% | -8 | -1% | -7 | 5% | -5% | 23% | 0%
O=C(NCc1n[nH]c(=S)n1Cc1ccccc1)c1ccccc1 | -25% | -8% | -1 | 3% | -3 | 3% | 0% | 0.3% | 15%
COC(=O)C1CC(=O)N(c2ccc(OCc3ccccc3Cl)cc2)C1 (configuration not stated) | 0% | -15% | 0 | -4% | -2 | -2% | -4%[57.1 µM] | 0.2% | 3%
COc1ccc(OC)c(/C=C2\SC(=S)N(NS(=O)(=O)c3ccccc3)C2=O)c1 | 10% | -23% | 1 | -1% | -2 | -2% | -18% | 0.9% | 0%
COc1cc(OC)c2c(N)c(C#N)c(C(F)(F)C(F)(F)F)nc2c1 | -1% | -9% | -4 | 7% | 0 | 0% | 8%[57.1 µM] | 10% | -1%
CCOC(=O)c1ccc(S(=O)(=O)N2CCC(C(=O)NCc3ccccc3OC)CC2)cc1 | 0% | -10% | -1 | -5% | -10 | 1% | 2% | 0.9% | 9%
CC(C)CN1CCN(Cc2cnc(N3CCOCC3)s2)CC1CCO (configuration not stated) | -1% | -4% | 2 | -2% | 1 | 2% | 6%[57.1 µM] | 0.7% | 1%
COc1cccc(CNC(=O)CCC2CCCN(C(=O)c3cccc4c(C)c(C)[nH]c34)C2)c1 (configuration not stated) | 10% | -4% | -5 | -1% | 3 | -1% | 1%[57.1 µM] | 0.2% | -1%
O=C(CC1SCCNC1=O)Nc1cccc(Cl)c1 (configuration not stated) | -4% | -4% | -3 | 1% | 4 | -3% | -10% | 3.0% | 2%
Cc1n[nH]c(C)c1S(=O)(=O)N1CCCC(C(=O)Nc2nccs2)C1 (configuration not stated) | 4% | 8% | -5 | -1% | 0 | 1% | 0% | 1.8% | 5%
CCCCN1C[C@H](CO)Oc2cccc(F)c2S1(=O)=O | 6% | ? | 1 | 0% | -10 | 3% | -2% | / | 2%
Cc1ccc(C)c(NC(=O)CN(C)C(=O)CCN2C(=O)c3ccccc3C2=O)c1 | -10% | -16% | 2 | -6% | -7 | 0% | -4% | 1.4% | -5%
CCC(CC)C(=O)OCC(=O)C1(O)CCC2C3CCC4=CC(=O)CCC4(C)C3C(O)CC21C (configuration not stated) | 2% | -19% | 2 | -5% | 3 | 0% | -3%[57.1 µM] | / | -10%
C/C(=N\Nc1cccc(C(=O)O)c1)c1cc2ccccc2o1 | 7% | -15% | -3 | 0% | -10 | 2% | -2%[57.1 µM] | -0.1% | 17%
CN(C)c1ccc(NC(=O)c2ccncc2)c2ccccc12 | -2% | -13% | 29 | -1% | 10 | -20% | 13% | -2.0% | -2%
COC(=O)C1C2C=CC3(CN(c4ccc(Cl)c(F)c4)C(=O)C13)O2 (configuration not stated) | -8% | -19% | -1 | -5% | -2 | 1% | -6% | 0.3% | -8%
S=C(Nc1ccc(Oc2ccccc2)cc1)N(CCCN1CCOCC1)Cc1ccccn1 | -6% | -4% | 1 | -4% | 0 | 0% | -2%[57.1 µM] | 0.4% | 2%
COc1cc(-c2nnc(SCC(=O)N3CCOCC3)o2)cc(OC)c1OC | 2% | -8% | -3 | 0% | -6 | -3% | 14%[0.0914 µM] | 4.1% | 3%
O=C(CN1C(=O)NC2(CCCC2)C1=O)OCCOc1ccc(Cl)cc1 | -10% | -19% | 1 | -2% | 0 | -1% | 6%[57.1 µM] | 0.3% | 3%
Cc1ccc(C(=O)ONc2ccc(N=NC(=O)c3ccccc3O)cc2)cc1 | 7% | 2% | -2 | -1% | 7 | 0% | -10% | -0.5% | 3%

Exported with values under each structure: part of the list above.
The line under a structure holds: Vif-A3F inh	USP1-UAF1 inh	PI4K2A inh	Glioma ERSR ind	LDHA block	Vif-A3G inh	TrxR1 substrate	RXFP1 agonist	IDH1 R132H inh
CCC(CC)C(=O)OCC(=O)C1(O)CCC2C3CCC4=CC(=O)CCC4(C)C3C(O)CC21C (configuration not stated)
    2%	-19%	2	-5%	3	0%	-3%[57.1 µM]	/	-10%
C/C(=N\Nc1cccc(C(=O)O)c1)c1cc2ccccc2o1
    7%	-15%	-3	0%	-10	2%	-2%[57.1 µM]	-0.1%	17%

These rows are one share of the data, so the mix of outcomes need not match the whole.
